PDI inh: inhibitors of human protein disulfide isomerase; inhibition, % at 10 µM; AID 588391; P07237; PDI insulin aggregation turbidity, A650, 90 min; 350,000 tested, 0.052% active;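 active = mean inhibition across replicates of 30% or more, whatever share of single replicates reach that level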;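 note: absorbance from insulin aggregation driven by PDI reduction with DTT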
Target sequence (P07237 whole entry, looked up): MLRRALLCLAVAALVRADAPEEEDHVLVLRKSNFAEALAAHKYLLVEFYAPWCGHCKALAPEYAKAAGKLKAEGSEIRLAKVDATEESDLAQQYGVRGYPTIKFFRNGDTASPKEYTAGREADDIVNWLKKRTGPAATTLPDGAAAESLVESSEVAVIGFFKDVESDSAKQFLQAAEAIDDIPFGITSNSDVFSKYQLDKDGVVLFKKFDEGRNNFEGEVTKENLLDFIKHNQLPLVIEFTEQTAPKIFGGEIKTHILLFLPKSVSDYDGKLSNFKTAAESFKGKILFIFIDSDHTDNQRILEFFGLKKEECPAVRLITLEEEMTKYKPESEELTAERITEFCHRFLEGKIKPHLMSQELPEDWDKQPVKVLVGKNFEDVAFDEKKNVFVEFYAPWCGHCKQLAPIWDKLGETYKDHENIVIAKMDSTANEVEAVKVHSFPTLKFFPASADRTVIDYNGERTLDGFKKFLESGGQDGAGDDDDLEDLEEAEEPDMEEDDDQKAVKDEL
NR2E3 ag-1: activates human photoreceptor nuclear receptor NR2E3. GST-NR2E3/biotin-RetCOR TR-FRET, 1536-well. AID 2300. 320,000 tested, 0.12% active. inhibition of corepressor binding, % at 4.78 µM;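 active = percent inhibition above the cutoff of mean plus 3 SD of all tested compounds, set per screening campaign, cut at about 20% in these data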;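 note: 0% = DMSO wells and 100% = biotin wells as full block of FRET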
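system = GST-tagged NR2E3 plus biotinylated RetCOR corepressor | input = 1.35 nM GST-NR2E3 | also added = 7 nM biotin-RetCOR | schedule = 5 h incubation at 4 °C | measured by = TR-FRET with europium anti-GST and streptavidin-D2, 340 nm excitation | read-out = percent loss of FRET ratio relative to control wells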
iPSC survival up: hiPSC single-cell survival enhancement; survival enhancement, % at 20 µM; ATPlite luminescence; 100% = ROCK inhibitor wells, 0% = DMSO; 360,000 tested, 0.044% active; in the data active = survival enhancement above about 18%;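 note: cells exposed to compounds for 16 hours before the ATP read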
Shn3 3UTR inh: Schnurri-3 reporter inhibition in Clone20 osteoblasts; 360,000 tested, 0.52% active; Clone20 osteoblast Shn3 3'UTR firefly luciferase, 24 h; AID 588674; inhibition, % at 12.5 µM;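 active = mean inhibition of at least 75% with every replicate also reaching 75%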;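 note: 0% = median of neutral control wells and 100% = pilot-screen positive control compound; some compounds past the cut are filed as inactive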
CaV13 ICDI inh: Primary screen for inhibitors of IQ motif and Ca2+-dependent inactivation inhibitor domain binding in CACNA1D, Förster resonance energy transfer in living cells, …; inhibition, % at 12.3 µM; 340,000 tested, 0.098% active; HEK cells, CFP/YFP FRET ICDI-IQ, plate reader, 10 min; percent FRET-ratio fall versus neutral wells;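 active = mean replicate inhibition of at least 30% and at least 1% of replicates passing that level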;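 note: 0% = median of the neutral control wells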
H9c2 protect: modulators protecting cardiomyocytes from myocardial damage. H9c2 cardiomyocytes, H2O2 injury protection, ATPLite, 2 h. protection from H2O2 cell death, % at 20 µM. 360,000 tested, 0.63% active. AID 588492;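 active = compounds giving at least 50% protection of heart cells from peroxide-induced death in the single-dose screen, raw or plate-pattern-corrected value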;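 note: 0% = DMSO wells with peroxide and 100% = DMSO wells without peroxide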
Peg3 promoter: reduces Peg3 promoter-driven luciferase expression in HeLa; 360,000 tested, 1.7% active; HeLa PEG-Prom luciferase reporter, luminescence, overnight; inhibition, % at 20 µM; AID 588405;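 active = inhibition of at least 50% at 20 µM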
HTR2A ag: agonists of mouse serotonin 5-HT2A receptor (HTR2A) | 360,000 tested, 0.66% active | activation, % at 7.6 µM | CHO-K1 mHTR2A beta-arrestin complementation, luminescence; percent of 30 µM serotonin response | P35363;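 active = activation above a run cutoff, the mean activation of all tested compounds plus 3 SD, cut at about 14% in these data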;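 note: 0% = plate median of compound wells and 100% = 30 µM serotonin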
Target sequence (P35363 whole entry, looked up): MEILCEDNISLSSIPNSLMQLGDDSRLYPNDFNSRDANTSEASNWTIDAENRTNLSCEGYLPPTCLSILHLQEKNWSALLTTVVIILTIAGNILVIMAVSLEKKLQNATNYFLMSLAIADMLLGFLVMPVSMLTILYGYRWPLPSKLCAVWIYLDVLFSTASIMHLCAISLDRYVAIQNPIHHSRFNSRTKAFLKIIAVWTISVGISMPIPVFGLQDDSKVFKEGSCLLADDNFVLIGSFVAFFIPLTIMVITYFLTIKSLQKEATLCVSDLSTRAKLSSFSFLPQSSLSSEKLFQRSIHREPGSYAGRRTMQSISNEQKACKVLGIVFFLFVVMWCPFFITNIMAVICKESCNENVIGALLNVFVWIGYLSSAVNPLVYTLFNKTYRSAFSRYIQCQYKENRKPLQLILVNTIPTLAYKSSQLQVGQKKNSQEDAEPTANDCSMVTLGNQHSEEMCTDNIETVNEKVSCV
HIF-2a block: HIF-2a inhibition; 360,000 tested, 0.72% active; inhibition, % at 18.8 µM; 786-0 RCC cells HIF-2a reporter, luciferase luminescence, overnight;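 active = inhibition of the luminescence signal of 40% or more relative to plate controls, in a single-dose primary screen at 18.75 µM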
NR2E3 ag-2: activates human NR2E3 receptor; Q9Y5X4; CHO-S Gal4-NCOR/VP16-NR2E3 two-hybrid, luciferase; inhibition of corepressor binding, % at 3.98 µM; 360,000 tested, 0.35% active; AID 602229;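 active = inhibition above the mean of all tested compounds plus 3 SD, cut at about 70% in these data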;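 note: 0% = DMSO with NR2E3 transfected cells and 100% = cells lacking NR2E3 construct; higher means lower luciferase signal from less NR2E3 corepressor binding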
TRPM1 prom inh: inhibitors of MITF-driven TRPM1 promoter in melanoma cells; SK-MEL-5 TRPM1 promoter luciferase, 24 h; inhibition, % at 12.5 µM; 330,000 tested, 0.83% active; AID 488899;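 active = mean inhibition across replicates of 60% or more, whatever share of single replicates reaches that level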; note: values of inactives mirror those of a sister screen read the other way
* = called active by the depositor; . = not tested or not shown.

SMILES	PDI inh	NR2E3 ag-1	iPSC survival up	Shn3 3UTR inh	CaV13 ICDI inh	H9c2 protect	Peg3 promoter	HTR2A ag	HIF-2a block	NR2E3 ag-2	TRPM1 prom inh
Cn1cccc1/C=C1\CCc2ccccc2C1=O	-2.7	3.1	-0.7	7.1	-3.3	-17.6	-101.7	0.2	-181.5	-121.5	-6.5
O=C1C(=O)N(CCN2CCOCC2)C(c2ccccc2F)/C1=C(\O)c1ccc(S(=O)(=O)N2CCOCC2)cc1 (stereo unspecified)	-8.5	4.7	0.2	-4.1	-4.2	0.0	5.6	-4.6	6.0	15.8	2.4
COc1ccccc1NC(=O)CCCCCN1C(=O)c2cccc([N+](=O)[O-])c2C1=O	4.9	-1.7	1.3	1.8	-5.0	2.7	11.2	5.7	14.1	2.2	12.1
O=C(O)c1cc2c(cc1NC(=O)C1CCCC1)OCCO2	-4.1	-0.7	-2.4	0.1	-6.9	-3.1	16.7	-9.1	-6.7	-15.9	-6.6
FC(F)(F)c1ccc(-c2cccc3c2C2CC3CCN2Cc2ccc3c(c2)OCO3)cc1 (stereo unspecified)	.	.	-0.9	11.5	-7.7	-9.1	-9.5	4.7	-1.1	-15.9	.
Cc1cccc(NC(=S)NNC(=O)c2csc(C)c2)c1	4.0	-6.3	-2.9	-17.0	.	-8.9	-294.9	-5.2	-148.2	-101.0	-65.1
O=C(NN=Cc1ccc2c(c1)OCO2)c1ccccc1	-3.7	.	-4.0	-63.3	-4.6	-3.6	-208.1	-2.5	-235.1	-62.6	-70.8
CC1=NNC(=O)C1C(c1cccc(O)c1)C(C#N)C#N (stereo unspecified)	-9.8	-0.2	-0.4	-3.4	-14.4	-1.6	4.2	-2.0	5.6	-1.9	-9.7
CCOc1ccc(C2C3=C(CC(C)(C)CC3=O)N(CCCOC)C3=C2C(=O)CC(C)(C)C3)cc1OC	-4.1	.	4.3	-10.2	-4.2	1.8	2.7	2.6	12.7	3.4	.
CCN(Cc1ccccc1)Cc1nc(CCc2ccccc2)no1	-7.4	0.1	-0.5	6.2	0.7	-2.9	14.8	-2.6	-4.6	-32.6	11.5
Cc1cc2[nH]c(=O)c(=O)[nH]c2cc1S(=O)(=O)NC1CCC(C)CC1 (stereo unspecified)	-5.2	2.8	-0.5	-14.4	-6.5	3.8	-15.4	10.2	-0.2	-3.1	0.4
CN(C)c1ccc(C(=O)OCC(=O)N2CCCC2)cc1	-5.8	-1.6	-0.6	-17.0	-5.1	0.2	-82.8	-2.4	-126.8	-57.7	-37.1
CC(Oc1ccccc1)C(=O)N1CCN(c2ncccn2)CC1 (stereo unspecified)	-24.7	-1.2	0.8	-5.4	-1.7	-3.1	4.0	-3.5	14.1	-0.2	-3.0
Cc1ccc(N(CC(=O)NCCSCc2ccco2)S(=O)(=O)c2ccc(C)cc2)cc1	1.2	0.5	1.1	.	.	-4.1	2.5	-5.3	23.3	5.9	-13.3
CC1=C(C(=O)NCCN2CCOCC2)C2(CCC(C)CC2)OC1=O (stereo unspecified)	.	0.6	-0.5	-6.9	4.5	-0.6	10.5	-4.2	7.0	-4.5	-0.6
O=C(Cn1ncc2c1-c1ccccc1OC2)N(Cc1ccco1)C1CCCCC1	.	4.7	1.9	7.8	2.2	11.8	18.9	3.3	17.8	-7.7	.
CCc1nnc(NC(=O)c2ccc(N(C)S(=O)(=O)c3ccccc3)cc2)s1	-1.7	3.4	-0.7	-6.0	-7.7	-0.4	17.5	0.4	-48.0	-37.1	-3.2
COc1ccc(S(=O)(=O)N2CCN(C(=O)CCOc3ccccc3)CC2)cc1OC	9.9	0.8	-0.2	-3.5	-5.9	1.5	24.1	9.1	7.7	15.3	5.1
COC(=O)c1ccc(NC(=O)Nc2ccc(OC)c(OC)c2)cc1	3.4	-3.5	1.2	6.0	0.0	-1.0	-10.2	-1.7	-2.8	-11.0	13.7
COC(=O)c1ccc2c(C)c(C(C)(C)O)[nH]c2c1	-4.0	2.2	1.9	-6.6	-8.2	1.6	-104.1	0.1	-101.1	-9.0	-13.0
COc1ccc(NC(=O)CSCC(=O)Nc2ccc(C)c(S(=O)(=O)N3CCCCCC3)c2)cc1	11.4	1.1	-0.4	27.1	-5.5	-7.8	1.7	3.3	-2.1	-3.3	17.6
COc1ccc(NC(=O)CSc2ncnc3c2nnn3-c2ccc(F)cc2)c(OC)c1	2.8	2.1	-0.3	-3.3	-9.0	-18.5	34.1	4.8	6.5	-2.3	-4.4
C[C@H](CO)N1C[C@H](C)[C@@H](CN(C)S(=O)(=O)c2ccccc2)Oc2c(NC(=O)Nc3ccccc3)cccc2C1=O	21.1	.	-1.3	-20.2	-3.6	11.9	11.7	-1.3	-12.2	-57.5	3.6
CC(=O)N1C(=O)C2(NCC(C)N2)c2ccccc21 (stereo unspecified)	6.9	.	0.0	-2.3	-4.9	1.4	-1.4	3.7	4.6	-16.4	.
Cc1cccc(C(=Cc2ccc([N+](=O)[O-])cc2)C(=O)O)c1	9.2	.	8.2	-20.0	-18.0	4.5	-9.9	1.6	-5.4	-29.4	.
CCOC(=O)c1c(-c2ccc(C)cc2C)csc1NC(=O)CSc1nnnn1C	6.0	-0.8	-0.8	26.2	.	-9.5	31.4	-4.0	-27.6	26.0	10.6
CC1CC(C)CN(S(=O)(=O)c2ccc(C(=O)NCc3ccco3)cc2)C1 (stereo unspecified)	1.6	2.6	-0.8	1.8	5.4	-4.2	34.9	-2.0	22.2	5.5	2.0
COc1cc(NC(=O)c2ccc3c(=O)n(Cc4ccco4)c(=S)[nH]c3c2)cc(OC)c1OC	5.6	-2.7	1.0	.	-3.9	3.9	17.6	-4.2	4.0	-15.6	-10.1
NC(=O)c1ccc(NC(=O)COC(=O)C2(c3cccc(F)c3)CCCC2)cc1	3.3	0.8	0.2	24.9	1.0	-5.6	19.0	-2.0	28.7	-18.2	21.2
CC(CNC(=O)c1ccc(OC2CCN(Cc3ccccn3)CC2)cc1)Oc1cccnc1 (stereo unspecified)	3.9	0.6	1.5	13.9	-5.8	1.9	-6.9	5.0	-1.7	31.7	4.0
COC(=O)CNS(=O)(=O)c1ccc(OC)cc1	0.1	-5.1	-3.7	-13.3	.	-4.8	4.8	-1.0	11.1	4.9	-9.2
CCOC(=O)N1CCN(C(=O)c2cccc(S(=O)(=O)Nc3ccc(OC)cc3)c2)CC1	-8.7	1.8	1.1	21.4	-15.9	-3.9	-8.3	-2.8	5.3	-17.9	6.7
Cc1occc1-c1nnc(SCC(=O)N(C)c2ccccc2)o1	4.2	.	0.1	-15.0	-4.6	-1.4	-30.3	-5.0	-20.0	10.2	-17.6
CC1CC1C(=O)OCC(=O)NC(=O)NCc1ccco1 (stereo unspecified)	6.5	2.8	-0.3	4.9	-4.5	-8.3	-2.2	-3.3	8.5	-13.9	2.4
CCOC(=O)C1(CCCc2ccccc2)CCN(C(=O)Cc2nonc2C)CC1	20.9	4.5	-0.3	23.9	-4.9	-4.1	8.4	-2.9	-8.9	-3.7	0.1
O=C(Cc1cccs1)N(c1ccc(Br)cc1)C1C=CS(=O)(=O)C1 (stereo unspecified)	-2.4	0.5	-0.5	-0.5	-3.2	-7.1	23.5	3.6	11.3	0.8	7.5
CC1CN(S(=O)(=O)c2ccccc2)C(C)N1C(=O)N1CCOCC1 (stereo unspecified)	7.1	1.3	-0.3	-4.9	-2.6	-0.8	14.4	2.3	8.7	-15.1	-4.1
CCOc1ccc(Nc2ccc(C(=O)O)cc2[N+](=O)[O-])cc1	0.1	-0.7	-0.5	-23.7	-4.2	3.2	-10.3	4.0	-6.1	-12.8	6.0
O=C(O)c1ccc2c(c1)C(=O)N(c1ccc([N+](=O)[O-])cn1)C2=O	7.4	-0.1	-0.5	9.4	-2.3	-1.6	5.5	-2.4	25.4	-10.3	11.3
O=C(CN(Cc1ccc2c(c1)OCO2)C(=O)CSc1nc2ccccc2o1)NC1CCCCC1	2.6	-0.4	2.2	1.8	-4.5	11.3	-1.4	3.0	18.7	-3.2	11.1
COc1cc(S(C)=O)ccc1-c1nc2ncccc2[nH]1 (stereo unspecified)	-1.9	2.1	-1.6	8.8	-4.4	6.2	-5.1	0.0	-16.7	-11.8	12.3
O=C(NNC(=O)c1cccc(S(=O)(=O)N2CCc3ccccc32)c1)c1ccccc1	0.9	.	0.6	84.8	-1.4	-22.3	7.4	5.0	6.0	52.5	19.0
COc1ccc(CN2C[C@H]3CCCN3c3cc(Br)ccc3S2(=O)=O)cc1	-1.2	.	-3.0	22.7	.	-14.0	11.1	-1.6	10.4	11.9	34.5
O=C(CNC(=O)c1ccc(Br)o1)NCc1ccc(Cl)cc1Cl	-10.7	.	-0.4	13.4	-9.5	0.7	12.7	-13.0	9.0	7.0	-1.9
CC1C/C(=N\NC(=O)c2cccnc2)CC(C)(C)C1 (stereo unspecified)	-8.1	0.0	0.4	-13.8	-2.9	1.9	16.0	-4.0	27.0	-11.0	-2.1
CCSc1nc(-c2ccco2)ccc1C#N	2.2	-0.5	2.0	5.7	-3.8	0.2	13.6	4.2	11.1	18.1	5.3
O=C(/C(=N/N=C/c1ccc(O)c(O)c1)c1ccccc1)c1ccccc1	-5.6	3.1	1.3	16.0	-2.7	49.6	13.0	-1.8	7.0	-3.4	2.0
O=C(N/N=C\c1ccccc1)c1sccc1-n1cccc1	-6.1	-0.5	-2.2	-10.4	.	0.7	-32.1	2.7	-113.3	-50.1	3.4
COC(=O)Nc1ccc(C)c2nsnc12	-0.8	-4.7	0.0	3.6	-8.8	-1.7	-3.6	-0.6	-4.4	-6.3	-2.0
COc1ccc(/C=N/NC(=O)c2cccnc2)cc1CSc1nc2ccccc2s1	-4.0	-0.7	0.1	-3.4	-7.6	57.5*	-17.1	-2.4	-23.2	4.6	21.5
CC(C)CNC(=O)COC(=O)c1c2c(nc3ccccc13)/C(=C/c1cccs1)CC2	-4.5	0.8	-3.4	64.5	-10.3	29.9	-155.2	1.5	-251.1	-26.2	-30.7
Cc1ccc(NC(=S)c2nc3ccccc3[nH]2)c(C)c1	-6.1	-0.5	-2.6	-25.5	-3.3	-17.5	-236.5	-2.0	-229.6	-101.4	-64.5
Cn1cc(C(CC(=O)O)C(=O)O)c2ccccc21 (stereo unspecified)	6.6	-3.6	-1.4	-9.3	-7.8	3.3	11.6	2.7	20.8	2.7	12.9

Assay outcomes: PubChem, several laboratories
